# MEP2-GFP yeast: yeast TOR pathway MEP2-GFP modulation; S. cerevisiae MEP2-GFP strain, flow cytometry GFP, 3 h; 100% = DMSO control level; GFP response vs DMSO, % at 10 µM; 330,000 tested, 0.51% active; AID 2016;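 active = GFP response versus DMSO above a set limit, roughly screen mean plus 3 SD, cut at about 180% in these data; inconclusive = fewer than 70 cells counted for a yeast strain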;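 note: median GFP fluorescence of the barcode-gated MEP2-GFP cells per well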
# AGP1-GFP MLPCN: alters AGP1-GFP fluorescence in TOR pathway yeast screen. S. cerevisiae AGP1-GFP multiplex flow cytometry, 3 h; GFP as percent of DMSO wells. GFP response vs DMSO, % at 10 µM. 320,000 tested, 0.02% active;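 active = GFP response relative to DMSO above a set limit, near screen average plus 3 SD, cut at about 150% in these data; inconclusive = fewer than 70 cells counted for the yeast strain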;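 note: median GFP channel fluorescence of the gated AGP1 strain per well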
# VLA-4 inh: inhibition in a human VLA-4 binding assay. P13612. VLA-4 expressing cells, ligand binding flow cytometry. inhibition, % (about 7 µM as worked out from the volumes in the protocol). 330,000 tested, 0.2% active; in the data active = inhibition above about 50%
# LAP4 TOR yeast: alters LAP4-GFP fluorescence in TOR pathway yeast screen; S. cerevisiae LAP4-GFP multiplex, flow cytometry GFP, 3 h; median GFP as percent of DMSO wells; GFP response vs DMSO, % at 10 µM; 320,000 tested, 0.34% active; AID 2023;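 active = GFP response vs DMSO above a set limit, about the screen mean plus 3 SD, cut at about 150% in these data; inconclusive = under 70 cell events counted for the yeast strain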
# GRK2 inh: blocks RNA aptamer binding to human GRK2 | 330,000 tested, 0.59% active | bead flow cytometry, FAM-aptamer displacement from GRK2 | P25098 | AID 488847 | inhibition of aptamer binding, % at 10 µM;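 active = inhibition of aptamer binding above 40%, roughly 3 SD of noise, on plates passing a quality check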;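 note: median bead fluorescence of bound FAM aptamer so fluorescent compounds give negative values; no value below 0 was filed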
# GASC-1 inh: inhibitors of human GASC-1 (JMJD2C) demethylase | Q9H3R0 | GST-JMJD2C(1-420) H3K9me3 demethylation, DELFIA europium | inhibition, % at 2.35 µM | 330,000 tested, 0.069% active;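 active = more than half of a compound's replicate wells show inhibition beyond 50%, single wells judged on their own value; inconclusive = some, but no more than half, of replicates pass 50% inhibition; inactive = no replicate passes 50% inhibition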;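 note: signal counts dimethyl H3K9 product captured on neutravidin plate; 0% = median of DMSO wells and 100% = 0.3 times that DMSO median; strong numbers were not always called active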
# Target sequence (Q9H3R0 1-420 limits assumed): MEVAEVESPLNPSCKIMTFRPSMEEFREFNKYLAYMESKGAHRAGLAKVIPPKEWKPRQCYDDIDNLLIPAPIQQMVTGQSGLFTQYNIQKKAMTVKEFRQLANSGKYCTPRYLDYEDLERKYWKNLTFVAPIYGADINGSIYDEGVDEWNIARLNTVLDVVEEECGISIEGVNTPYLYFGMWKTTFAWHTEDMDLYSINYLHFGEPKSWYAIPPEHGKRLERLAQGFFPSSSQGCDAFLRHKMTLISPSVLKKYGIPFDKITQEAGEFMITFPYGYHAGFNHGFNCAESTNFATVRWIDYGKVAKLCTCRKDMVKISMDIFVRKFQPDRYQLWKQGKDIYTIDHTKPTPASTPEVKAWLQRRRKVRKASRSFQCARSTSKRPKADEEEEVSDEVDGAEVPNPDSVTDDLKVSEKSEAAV
# RPL19A TOR yeast: modulators of TOR pathway RPL19A-GFP in S. cerevisiae; S. cerevisiae RPL19A-GFP strain, flow cytometry, 3 h; hits give low values; percent response vs DMSO, % at 10 µM; 330,000 tested, 0.3% active; AID 2025;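 active = percent response vs DMSO below 50%; inconclusive = fewer than 70 events counted for the yeast strain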;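 note: median channel GFP fluorescence of the barcoded RPL19A-GFP strain; ratio of sample median GFP to plate DMSO average so 100% = DMSO; lower means less RPL19A-GFP as with rapamycin TOR inhibition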
# CIT2 TOR yeast: yeast TOR pathway CIT2-GFP modulation | S. cerevisiae CIT2-GFP strain, flow cytometry, 3 h; 100 means same as DMSO wells | GFP response vs DMSO, % at 10 µM | 320,000 tested, 0.065% active | AID 2029;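 active = GFP response relative to DMSO above a set limit, near the screen mean plus 3 SD, cut at about 150% in these data; inconclusive = Fewer than 70 cells measured for a yeast strain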;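 note: ratio of well median GFP fluorescence to mean of DMSO wells on the plate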
# Starred values were filed as active, the others as inactive; ? = inconclusive; . = not tested or not shown; & = joins results of further samples.
SMILES,MEP2-GFP yeast,AGP1-GFP MLPCN,VLA-4 inh,LAP4 TOR yeast,GRK2 inh,GASC-1 inh,RPL19A TOR yeast,CIT2 TOR yeast
NC(=O)c1nn(CC(=O)Nc2cccc(S(=O)(=O)N3CCCCCC3)c2)c(=O)c2ccccc12,108,97,7,107,5,2,98,94
CC(=O)NS(=O)(=O)c1ccc(NC(=O)c2cc(-c3cccs3)nc3ccccc23)cc1,102,106,18,101,2,-4,102,101
Cc1ccc(N2CCN(CCc3nc4cc(NS(C)(=O)=O)ccc4n3C)CC2)cc1,100,102,19,90,6,11&2,95,103
COC(=O)c1cc(S(=O)(=O)N2CCN(c3ccc(C(C)=O)cc3)CC2)c[nH]1,100,102,8,97,3,0,94,92
CCOC(=O)C1=NN(C(C)=O)C2(CC(=O)N(c3cccc(C)c3)C2=O)C1 (stereo not drawn),108,101,25,94,0,15,107,111
CCOC(=O)N1CCN(Cc2ccccc2F)CC1,102,102,-10,101,2,19,104,99
CCC(=O)c1cn(CC(=O)Nc2ccccc2)c2ccccc12,105,101,13,96,2,-6,105,100
CCOC(=O)[C@@H]1[C@H]2COc3ccc(Br)cc3[C@H]2N2C(=O)N(c3ccc(Cl)cc3)C(=O)[C@]12C,100,100,27,97,0,-5,96,102
O=C(Cc1ccccc1)N/N=C/c1cccnc1,99,103,7,101,0,-15,97,106
Cc1sc(N/N=C/c2cccnc2)nc1-c1ccccc1,106,100,-5,111,0,1,101,98
Cc1cccc(CSc2ncnc3ccccc23)c1,103,102,-12,107,3,1,97,93
Cn1c(=O)c2c(nc(CN3CCN(C(=O)c4ccco4)CC3)n2CCCO)n(C)c1=O,113,97,-8,95,0,2,99,103
O=C(NNC(=O)c1ccccc1O)c1ccc(Cl)c(S(=O)(=O)N2CCc3ccccc32)c1,102,90,3,94,0,10,89,77
CC(C)Cn1c(CCC(N)=O)nnc1SC(C)C(=O)Nc1ccc2c(c1)OCO2 (stereo not drawn),101,97,7,92,0,8,98,97
Cc1[nH]c(C)c(S(=O)(=O)Nc2cccc(Cl)c2C)c1C(=O)N1CCCCC1,108,100,-1,103,5,3,101,107
Cc1cccc(NC(=O)CSc2nc3[nH]ncc3c(=O)[nH]2)c1C,97,94,6,86,0,-3,97,95
COc1ccc(OC)c(C(=O)c2ccc(C(=O)N3CCN(Cc4csc(C)n4)CC3)cc2)c1,108,95,14,100,3,21,103,88
COCCCNC(=O)C1CC(=O)N(Cc2ccc(OC)cc2)C1 (stereo not drawn),94,90,18,94,0,2,92,88
CN(c1ccccc1)S(=O)(=O)c1ccc(C(=O)NCC2CCCO2)cc1 (stereo not drawn),94,99,-2,101,5,-3,93,87
COc1ccc(C(=O)NC(=S)N2CCN(c3ccc([N+](=O)[O-])cc3)CC2)cc1,95,102,.,94,0,4,100,94
Cc1ccc(C(=O)N/N=C/C2=Cc3ccccc3OC2C)cc1 (stereo not drawn),90,89,11,108,0,3,96,88
O=C(c1ccccc1)c1ccc(OCC(O)CN2CCCCC2)cc1 (stereo not drawn),100,102,13,100,0,4,99,98
Cc1ccccc1N(CC(=O)NC1CCCCC1)C(=O)CNC(=O)c1cccs1,97,96,12,96,0,-4,96,99
Cc1ccc(C(=O)CN2C(=O)NC3(CCCCCC3)C2=O)c(C)c1,96,104,11,97,0,2,97,100
Cc1ccc(C2CC2C(=O)NNC(=S)Nc2ccc(Cl)cc2)cc1 (stereo not drawn),105,103,11,100,0,-3,99,100
Cc1cc(C(=O)NNS(=O)(=O)c2ccc(C(C)(C)C)cc2)nn1C(C)(C)C,122,.,8,.,2,-12,100,.
CCc1cc(=O)oc2cc(OC(C)C(=O)NCC(O)c3ccccc3)c(Cl)cc12 (stereo not drawn),98,97,14,96,0,41,96,94
Cc1cc(N2CCCC2=O)cc(C)c1S(=O)(=O)Nc1c(C)nn(C)c1C,107,112,13,119,3,-11,95,101
COc1cc(/C(C)=N/N2CCN(Cc3ccc(C)cc3)CC2)ccc1O,111,102,-3,89,0,3,105,110
CCOC(=O)c1[nH]c(C)c(C(=O)NC(C)(C)C)c1C,97,96,-4,97,0,0,97,97
COc1ccccc1/C=C/C(=O)OCC(=O)NCCC1=CCCCC1,100,98,11,103,4,12,99,98
O=C(CSc1ncnc2scc(-c3ccccc3)c12)NCc1ccc2c(c1)OCO2,103,96,2,94,1,-28,101,101
O=C(NCc1ccco1)c1cc(Cl)nc(Cl)c1,111,106,6,103,0,24,103,106
CC(/C=C/c1ccc(N(C)C)cc1)=N\N=C1\NC(=O)CC(C(=O)Nc2ccccc2)S1 (stereo not drawn),?,?,-3,?,0,-4,?,?
CCOC(=O)c1cn(CC)c2cc(N3CCSCC3)c(F)cc2c1=O,86,104,1,97,4,0,98,105
Cc1cc(C)c(NC(=O)Cn2cnc3c(oc4ccccc43)c2=O)c(C)c1,96,103,1,97,2,1,96,97
CC(=O)Nc1ccc(N2CCN(Cc3ccccc3)CC2)cc1,102,107,1,96,12,11,106,106
CC1(C)NC(=O)N(CC(O)COc2ccccc2C(=O)Nc2ccccc2)C1=O (stereo not drawn),96,105,0,107,3,-3,100,105
O=C(COc1nncc2ccccc12)NCCC1=CCCCC1,100,99,18,.,0,1,98,93
O=C(N/N=C/c1cc([N+](=O)[O-])c(N2CCOCC2)cc1N1CCOCC1)c1cccnc1,102,106,4,103,0,-1,96,104

# Another view of 2 compounds above:
molecule	MEP2-GFP yeast	AGP1-GFP MLPCN	VLA-4 inh	LAP4 TOR yeast	GRK2 inh	GASC-1 inh	RPL19A TOR yeast	CIT2 TOR yeast
Cn1c(=O)c2c(nc(CN3CCN(C(=O)c4ccco4)CC3)n2CCCO)n(C)c1=O	113	97	-8	95	0	2	99	103
O=C(NNC(=O)c1ccccc1O)c1ccc(Cl)c(S(=O)(=O)N2CCc3ccccc32)c1	102	90	3	94	0	10	89	77

# Carrying on.
SMILES,MEP2-GFP yeast,AGP1-GFP MLPCN,VLA-4 inh,LAP4 TOR yeast,GRK2 inh,GASC-1 inh,RPL19A TOR yeast,CIT2 TOR yeast
CCN1CCN(CCCNC(=O)CCC(=O)N2CCOc3ccccc32)CC1,98,95,29,104,0,11,99,98
Cc1ccc(C)c(OCC(=O)Nc2nc3ccc([N+](=O)[O-])cc3s2)c1,102,90,-3,97,1,35,97,91
Cc1onc(-c2ccccc2)c1C(=O)N1CCC(C)CC1,221*,134,-6,160*,0,11,83,122
O=C(NCCCN1CCOCC1)c1ccc(-n2nc(C(F)(F)F)cc2-c2cccs2)cc1,99,97,7,95,0,1,97,94
CCc1nnc(NC(=O)c2nc3nc(C)cc(C)n3n2)s1,111,106,-9,104,0,-5,104,119
Cc1cc(S(=O)(=O)N2CCOCC2)ccc1OCC(=O)N1CCC(C(N)=O)CC1,94,93,-11,89,2,4,94,97
Cn1c2c(c3ccccc31)CCSC2=O,106,106,0,106,4,15,102,112
O=C(CCCCCCCCN1C(=O)c2ccccc2C1=O)N1CCOCC1,94,92,2,114,0,13,94,86
CC(C)n1c2ccccc2c2nc3ccccc3nc21,111,100,-26,97,10,10,97,104
COc1ccccc1C(=O)NNC(=O)C(=O)NC(C)(C)C,97,96,23,88,5,-6,96,95
O=C(NC1CCCC1)C(c1ccc(F)cc1)N(C(=O)Cc1cccs1)c1ccc2c(c1)OCCO2 (stereo not drawn),104,96,11,102,18,9,103,103
CC(=O)Nc1ccc(S(=O)(=O)N2CCC(N3CCCCC3)CC2)cc1,104,109,0,103,0,-3,104,107
COc1cc(C(=O)Oc2ccc3ccc(O)cc3c2)cc(OC)c1OC,114,100,9,92,0,-21,102,106
Cc1ccc(CNS(=O)(=O)c2c(C(=O)N3CCCCC3)c(C)n(C)c2C)o1,103,102,6,95,0,-8,103,108
CC(C)CC1(C)NC(=O)N(CC(=O)NC(=O)Nc2ccc3c(c2)OCCO3)C1=O (stereo not drawn),104,106,-4,106,0,3,96,110
N#Cc1c(SCC(N)=O)nsc1SCc1ccc(Cl)cc1,98,92,-2,92,2,5,97,90
O=C(CNC(=S)NC(=O)c1ccc(F)cc1)c1ccccc1,104,98,8,103,2,-3,99,93
COC(=O)c1ccc(NC(=O)c2cccc(OC)c2)cc1,77,81,-2,100,0,4,89,81
CC1Oc2ccccc2OC1C(=O)Nc1nccs1 (stereo not drawn),102,93,1,100,4,2,104,105
CCOC(=O)C1CCN(C(=O)CNS(=O)(=O)c2cccs2)CC1,101,105,12,99,2,-10,101,102

# Exported as tab-separated lines: entries from further up
molecule	MEP2-GFP yeast	AGP1-GFP MLPCN	VLA-4 inh	LAP4 TOR yeast	GRK2 inh	GASC-1 inh	RPL19A TOR yeast	CIT2 TOR yeast
CC(C)n1c2ccccc2c2nc3ccccc3nc21	111	100	-26	97	10	10	97	104
COc1ccccc1C(=O)NNC(=O)C(=O)NC(C)(C)C	97	96	23	88	5	-6	96	95
O=C(NC1CCCC1)C(c1ccc(F)cc1)N(C(=O)Cc1cccs1)c1ccc2c(c1)OCCO2 (stereo not drawn)	104	96	11	102	18	9	103	103
CC(=O)Nc1ccc(S(=O)(=O)N2CCC(N3CCCCC3)CC2)cc1	104	109	0	103	0	-3	104	107
COc1cc(C(=O)Oc2ccc3ccc(O)cc3c2)cc(OC)c1OC	114	100	9	92	0	-21	102	106

# (further entries)
SMILES,MEP2-GFP yeast,AGP1-GFP MLPCN,VLA-4 inh,LAP4 TOR yeast,GRK2 inh,GASC-1 inh,RPL19A TOR yeast,CIT2 TOR yeast
O=C(Nc1nnc(Cc2ccccc2)s1)Nc1ccccc1F,119,105,-5,107,4,-1,100,111
Cc1ccc([N+](=O)[O-])cc1N(CC(=O)NC1CCCC1)S(C)(=O)=O,97,99,31,92,0,2,101,97
Cc1cc(NC(=O)CN2CCN(c3cccc(Cl)c3)CC2)no1,118,104,18,111,0,1,99,113
CCCC(C(=O)NCc1ccco1)N(C(=O)CNS(=O)(=O)c1ccccc1)c1ccccc1OC (stereo not drawn),91,85,18,88,2,-1,95,84
O=C(NCc1ccco1)C(C(=O)c1ccc(F)cc1)n1ccccc1=O (stereo not drawn),99,99,20,97,0,-2,98,101
COc1cc(OC)c(OC)cc1CCC(C)NC(=O)Cc1ccccc1 (stereo not drawn),98,106,-8,92,0,-4,102,106
CCN=C1NN=C(c2ccc(C)cc2)CS1,91,96,0,96,0,15,92,94
CCOc1ccccc1NC(=O)COC(=O)c1cc(C(=O)OC)cc([N+](=O)[O-])c1,145,103,8,103,3,-4,104,111

# Looked up above.
# RPL19A TOR yeast result of `Cc1ccc([N+](=O)[O-])cc1N(CC(=O)NC1CCCC1)S(C)(=O)=O` stands at 101
# GRK2 inh result of `CCCC(C(=O)NCc1ccco1)N(C(=O)CNS(=O)(=O)c1ccccc1)c1ccccc1OC` (stereo not drawn) stands at 2
# LAP4 TOR yeast result of `CCN=C1NN=C(c2ccc(C)cc2)CS1` stands at 96
